Assay outcomes: PubChem, Broad Institute
PglD inh: blocks C. jejuni PglD acetyltransferase activity. purified PglD enzyme, DTNB colorimetric CoA detection. inhibition, % at 12.5 µM. 360,000 compounds, 0.098% hits. AID 602405; in the data active = inhibition above about 16%, passing the limit was not always enough; inconclusive = no clear call, values can overlap the other calls; note: strong numbers were not always called active
ERp5 block: blocks human ERp5 reductase activity on insulin; Q15084; 350,000 compounds, 0.05% hits; inhibition, % at 9.99 µM; ERp5 insulin aggregation, absorbance 650 nm, 90 min;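 active = mean replicate inhibition above about 25%, with every replicate also reaching it, limit read from the data, passing the limit was not always enough; inconclusive = only one of those two criteria met; inactive = neither criterion met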
SIRT5 inh: sirtuin-5 (human) deacylase inhibition; inhibition, % at 15 µM; 330,000 compounds, 1.1% hits; Q9NXA8; Purified SirT5, succinyl-peptide AMC, trypsin-coupled fluorescence; in the data active = inhibition above about 15%; inconclusive = no clear call, values can overlap the other calls
Target sequence (Q9NXA8 whole entry, looked up): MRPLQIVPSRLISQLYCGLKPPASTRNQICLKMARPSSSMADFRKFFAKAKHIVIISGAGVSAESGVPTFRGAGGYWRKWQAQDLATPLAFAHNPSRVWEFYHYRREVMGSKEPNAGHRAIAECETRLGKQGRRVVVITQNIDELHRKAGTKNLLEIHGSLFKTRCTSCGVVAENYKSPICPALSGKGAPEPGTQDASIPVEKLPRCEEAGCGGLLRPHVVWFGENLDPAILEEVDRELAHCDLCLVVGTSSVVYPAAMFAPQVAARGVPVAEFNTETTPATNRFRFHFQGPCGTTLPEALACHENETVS
E-selectin induc: E-selectin induction on HUVECs; AID 686992; HUVEC E-selectin immunofluorescence imaging; normalized: neutral wells 0, TNF-alpha wells 100; activation, % at 7.58 µM; P16581; 260,000 compounds, 0.37% hits;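 active = mean E-selectin-positive cell signal at least 10% of the positive control, reached in at least 60% of replicates, without over 20% cell loss; inconclusive = no rule given, readout overlaps actives, possibly toxicity-flagged; inactive = the rest, including those meeting only one limit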;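 note: in these data hits start at about 27%; measured in HUVEC primary endothelial cells; signal is the percent of cells scored E-selectin positive by PE staining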
Target sequence (P16581 whole entry, looked up): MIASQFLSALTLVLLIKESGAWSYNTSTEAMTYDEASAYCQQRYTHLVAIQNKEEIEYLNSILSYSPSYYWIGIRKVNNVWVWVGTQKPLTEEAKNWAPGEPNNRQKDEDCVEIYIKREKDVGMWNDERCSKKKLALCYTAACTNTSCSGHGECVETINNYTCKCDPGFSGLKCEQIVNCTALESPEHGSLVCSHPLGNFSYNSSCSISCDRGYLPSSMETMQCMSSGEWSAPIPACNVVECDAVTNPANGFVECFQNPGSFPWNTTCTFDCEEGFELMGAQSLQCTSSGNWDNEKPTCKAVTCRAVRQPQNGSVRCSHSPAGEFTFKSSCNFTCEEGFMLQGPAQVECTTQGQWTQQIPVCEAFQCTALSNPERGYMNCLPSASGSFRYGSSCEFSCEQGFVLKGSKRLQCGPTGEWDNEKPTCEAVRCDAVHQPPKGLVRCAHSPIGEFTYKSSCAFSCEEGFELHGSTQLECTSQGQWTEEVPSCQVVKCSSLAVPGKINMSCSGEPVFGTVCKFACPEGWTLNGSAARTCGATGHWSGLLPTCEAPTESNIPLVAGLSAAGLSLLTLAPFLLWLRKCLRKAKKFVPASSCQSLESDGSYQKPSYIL
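Test system: HUVEC | Signal: Immunofluorescence imaging | Read-out: Percent E-selectin-positive cells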
S100A4 inh HTS: blocks human S100A4 binding to myosin IIA peptide | P26447 | S100A4/TAMRA-MyoIIA peptide fluorescence polarization | inhibition, % at 10.7 µM | 360,000 compounds, 0.14% hits | AID 652163;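 active = mean inhibition of at least 70% across replicates, with every replicate also reaching that level; inconclusive = mean inhibition reaches 70% but some replicates fall short; inactive = mean inhibition below 70%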
Target sequence (P26447 whole entry, looked up): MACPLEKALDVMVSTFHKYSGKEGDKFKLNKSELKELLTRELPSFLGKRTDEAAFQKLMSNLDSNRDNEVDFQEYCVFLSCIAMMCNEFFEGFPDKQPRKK
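assay system = human S100A4 monomer with TAMRA-labelled myosin IIA peptide | also added = labelled myosin peptide probe, 5 nM | incubation = 5 min between mix addition and reading | control set = DMSO and TFP controls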
DENV2 CPE: inhibitors of DENV2 cytopathic effect | DENV2-infected cells, cytopathic effect rescue, plate reader | 350,000 compounds, 1.7% hits | AID 651640 | CPE inhibition, % at 9.99 µM; in the data active = CPE inhibition above about 20%, passing the limit was not always enough; inconclusive = no clear call, values can overlap the other calls; tested in BHK-21 cells;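 note: 0% = median of neutral control wells and 100% = median of positive control wells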
C2C12 statin: suppression of simvastatin myotoxicity; C2C12 myotubes + simvastatin, ATP luminescence, 48 h; scaled: DMSO 0, geranylgeraniol control 100; rescue of ATP level, % at 7.49 µM; 330,000 compounds, 0.78% hits; AID 602340;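 active = mean ATP rescue above about 67%, or every replicate alone reaching that limit, limit read from the data, passing the limit was not always enough; inconclusive = no clear call, values can overlap the other calls; inactive = mean under the limit and some replicate under it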;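 note: myotubes were challenged with 10 µM simvastatin during compound exposure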
Starred values were filed as active, the others as inactive; ? = inconclusive; · = not tested or not shown. Some of the compounds tested, so the mix of outcomes need not match the whole.

The opening 4 compounds as a preview:
SMILES | PglD inh | ERp5 block | SIRT5 inh | E-selectin induc | S100A4 inh HTS | DENV2 CPE | C2C12 statin
Cc1cc(-c2nnc(SCC(=O)Nc3ccccc3C(F)(F)F)n2N)n[nH]1 | 2 | 2 | -2 | · | -1 | 3 | 4
CCCCN1C(=O)C(CC(=O)NCc2cccs2)CC(C(=O)N(CC)CC)=C1C (stereo not drawn) | -4 | -5 | · | -0.3 | 0 | 1 | -3
C[C@@H]1CN([C@@H](C)CO)S(=O)(=O)c2ccc(C#CCC3CCCC3)cc2O[C@@H]1CN(C)Cc1ccc(C(=O)O)cc1 | -2 | 0 | 10 | 0.1 | 2 | -12 | 9
C[C@H]1CN([C@@H](C)CO)C(=O)c2c(c3ccccc3n2C)-c2ccccc2CO[C@@H]1CN(C)S(=O)(=O)c1cn(C)cn1 | 0 | -5 | -7 | -3.9 | -1 | 3 | ·

All compounds of this part, from the start:
SMILES | PglD inh | ERp5 block | SIRT5 inh | E-selectin induc | S100A4 inh HTS | DENV2 CPE | C2C12 statin
Cc1cc(-c2nnc(SCC(=O)Nc3ccccc3C(F)(F)F)n2N)n[nH]1 | 2 | 2 | -2 | · | -1 | 3 | 4
CCCCN1C(=O)C(CC(=O)NCc2cccs2)CC(C(=O)N(CC)CC)=C1C (stereo not drawn) | -4 | -5 | · | -0.3 | 0 | 1 | -3
C[C@@H]1CN([C@@H](C)CO)S(=O)(=O)c2ccc(C#CCC3CCCC3)cc2O[C@@H]1CN(C)Cc1ccc(C(=O)O)cc1 | -2 | 0 | 10 | 0.1 | 2 | -12 | 9
C[C@H]1CN([C@@H](C)CO)C(=O)c2c(c3ccccc3n2C)-c2ccccc2CO[C@@H]1CN(C)S(=O)(=O)c1cn(C)cn1 | 0 | -5 | -7 | -3.9 | -1 | 3 | ·
Cc1cc(=O)n(Cc2ccccc2)c2c(C)cccc12 | -2 | 1 | 15 | · | 0 | 0 | 6
N#Cc1ccc(COC(=O)c2cccnc2Cl)cc1 | 6 | 1 | -2 | -0.2 | -2 | -2 | 3
COc1ccc(/C=N/NC(=O)c2ccccc2O)cc1COc1ccccn1 | 3 | 0 | 1 | 2.2 | -1 | -5 | 18
CC(=O)Oc1ccc(C(=O)[C@H]2[C@H]3C(=O)N(c4ccc5ccccc5c4)C(=O)[C@H]3[C@@H]3C=CC=NN32)cc1 | -1 | 5 | · | · | -17 | 0 | ·
COc1ccc(C(=O)N/N=C/c2ccc(OC(=O)c3cccc4ccccc34)c([N+](=O)[O-])c2)cc1 | · | 4 | 6 | · | 1 | -3 | ·
Cc1ccc2nc(SCC(=O)Nc3ccc4c(c3)OCCO4)nc(=O)n2c1 | 4 | 0 | -1 | 0.2 | 0 | 0 | 17
C[C@H]1CCCCO[C@@H](CN(C)Cc2ccc(C(F)(F)F)cc2)[C@@H](C)CN([C@@H](C)CO)C(=O)c2cc(NC(=O)CCCN(C)C)ccc2O1 | 0 | -3 | -1 | 0.2 | 2 | -11 | ·
Cc1ccccc1CNC(=O)CCCn1ncn2c(cc3occc32)c1=O | 4 | 1 | -9 | · | -3 | 0 | 7
Cc1cc(C)n2nc(C(=O)OCC(=O)N(C)C3CCCCC3)nc2n1 | 2 | 0 | -3 | -1.3 | 10 | 10 | 0
CC(C)c1c(C(=O)N/N=C/c2ccc3c(c2)OCO3)nnn1-c1nonc1N | 1 | 2 | 4 | 3.3 | 13 | -3 | -5
COc1ccc(CN(C)C[C@H]2OCCCC[C@H](C)Oc3ccc(NS(=O)(=O)c4ccc(Cl)cc4)cc3C(=O)N([C@@H](C)CO)C[C@H]2C)cc1 | 4 | 2 | 7 | · | -1 | -7 | ·
C[C@@H]1CN([C@H](C)CO)C(=O)c2cccc(NC(=O)c3ccc(-c4nccs4)cc3)c2O[C@H]1CN(C)C(=O)Nc1ccc2c(c1)OCO2 | -2 | 2 | -1 | -2.5 | -1 | -8 | -22
COc1cccc(NC(=O)CN(C)C(=O)/C=C/c2cn(-c3ccccc3)nc2-c2ccc(OC)c(OC)c2)c1 | -7 | 3 | -7 | -1.0 | -5 | -2 | 3
COC(=O)[C@]1(C)N[C@H](CN(C)S(=O)(=O)c2ccc(F)cc2)[C@@H]2C(=O)N(C)C(=O)[C@@H]21 | -7 | 19 | 3 | -0.2 | 2 | -1 | 9
CCCC#Cc1cnc2c(c1)C(=O)N([C@@H](C)CO)C[C@H](C)[C@@H](CN(C)S(=O)(=O)c1cccc(OC)c1)O2 | 8 | 2 | 11 | -0.4 | 8 | -2 | 2
COc1ccc(CNC(=O)[C@H](NC(=O)C2CCN(C(=O)[C@@H](N)CCSC)CC2)C(C)C)cc1 | -5 | -2 | · | · | -2 | 4 | 10
CO[C@H](CN(C)CC1CCOCC1)[C@H](C)CN(C(=O)Nc1ccc(F)cc1)[C@@H](C)CO | 2 | 2 | 4 | -0.1 | -3 | 5 | -3
CN(C)S(=O)(=O)N1CCN(CC(O)COc2ccc(-c3ccccc3)cc2)CC1 (stereo not drawn) | -7 | -2 | -2 | 1.5 | -7 | 3 | 21
CC(C)Cc1nnc(NC(=O)C2=COCCO2)s1 | 6 | -6 | -2 | · | 1 | -2 | 8
CS(=O)(=O)c1ccc(C(=O)N(CCc2ccccc2)Cc2ccccc2)cc1 | 2 | 2 | -3 | · | -3 | -3 | 9
CCCCC(=O)N(C)c1c(CC)nc2c(OCCC)cccn12 | 8 | 0 | · | -0.6 | -1 | 2 | -2
CCOc1ccccc1Nc1nnc(SCC(=O)NC2CCS(=O)(=O)C2)s1 (stereo not drawn) | 1 | -2 | 2 | -0.1 | 1 | 5 | 3
CC1(C)Cc2c(cnn2-c2cccc(F)c2)C(NC(=O)C2CCOCC2)C1 (stereo not drawn) | -2 | 2 | -7 | · | 0 | ? | 8
CC1CCN(C(=O)NC(=O)c2ccccc2)CC1 | 3 | -1 | 8 | · | -16 | 3 | -5
CC(=O)Nc1ccc(Sc2ccccc2C(=O)Nc2ccc(F)cc2)cn1 | · | 2 | 1 | · | 44 | -3 | ·
Cc1cc(C(=O)OCC(=O)N2CCC(c3ccccc3)=N2)ccc1[N+](=O)[O-] | -1 | 0 | 0 | 0.0 | 7 | 6 | -10
N#CC1(CCCN2CCCCC2)c2ccccc2CCc2ccccc21 | -5 | 4 | -2 | · | 1 | 18 | -7
C[C@H]1CN([C@@H](C)CO)C(=O)Cc2cc(NC(=O)CCCCCC(=O)Nc3ccccc3N)ccc2O[C@@H]1CN(C)C(=O)NC1CCCCC1 | 3 | 0 | · | -0.1 | -1 | 1 | -11
CC(C)CC#Cc1cnc2c(c1)C(=O)N([C@@H](C)CO)C[C@@H](C)[C@H](CN(C)C(=O)c1ccccc1)O2 | 1 | -5 | 1 | 0.2 | -2 | -1 | 43
O=C(COc1cccc2ccccc12)Nc1ccc(Cl)cc1C(=O)O | -4 | 0 | 4 | 0.2 | 8 | -1 | -8
O=C1CCN(Cc2ccc(Cl)cc2Cl)C(=O)N1 | -6 | 4 | · | 0.0 | 4 | 11 | -2
CC(C)CNc1nc(=S)nc(N(C)C)[nH]1 | -2 | -1 | -3 | · | 2 | 0 | 8
CN(CC1CCCO1)S(=O)(=O)c1ccc(C(=O)Nc2ccc([N+](=O)[O-])cc2)cc1 (stereo not drawn) | -1 | 5 | -2 | 0.1 | 3 | 0 | -3
C[C@@H]1CCCCO[C@@H](CN(C)Cc2ccc3c(c2)OCO3)[C@H](C)CN([C@@H](C)CO)C(=O)c2cc(NS(=O)(=O)c3ccccc3)ccc2O1 | -3 | 2 | 5 | · | 1 | -4 | ·
Cc1cc(C(=O)Nc2cccc3c2O[C@H](CN(C)S(=O)(=O)c2ccccc2)[C@@H](C)CN([C@@H](C)CO)C3=O)n(C)n1 | 4 | -17 | 7 | 0.6 | -5 | 8 | -24
COc1ccc(-c2cc(C(=O)Nc3ccc(S(N)(=O)=O)cc3)c3ccccc3n2)cc1OC | -3 | 1 | -5 | 3.6 | -2 | -3 | -10
NC(=O)[C@@H]1CCCN1Cc1c(C(=O)N2CCc3ccccc3C2)nc2ccc(Cl)cn12 | 0 | 4 | 1 | -1.6 | -2 | -13 | 16
N#C[C@H]1[C@H](c2ccc(C#Cc3ccc(F)cc3)cc2)[C@H](CO)N1C(=O)C1CCCC1 | 1 | -1 | 1 | -0.6 | -17 | 2 | 8
C=COCCNC(=S)Nc1cccc(Cl)c1 | · | -2 | -5 | · | -4 | -3 | ·
COC(=O)c1cc2c(c3c4cc(OC)ccc4n(S(=O)(=O)c4cccc(C)c4)c13)C(=O)N(Cc1ccc(N(C)C)cc1)C2 | · | 0 | · | 10.0 | -1 | 2 | ·
O=C(CCNC(=O)c1ccccc1Cl)OCC(=O)c1ccccc1 | · | -1 | -3 | -0.1 | 5 | 3 | ·
CC1CCN(S(=O)(=O)c2cnc[nH]2)CC1 | 1 | -2 | 6 | · | 23 | -4 | 7
N#C[C@H]1[C@@H](c2ccccc2C2=CCCC2)[C@@H](CO)N1C(=O)C1CCCC1 | · | 2 | -4 | -0.1 | 29 | -10 | ·
COc1cc(C(=O)Nc2nnc(C(C)(C)C)s2)c([N+](=O)[O-])cc1OC | 3 | -2 | 1 | -0.2 | 9 | 16 | 5
C/C=C/c1ccc2c(c1)O[C@H](CN(C)C(=O)Cc1ccccc1)[C@H](C)CN([C@H](C)CO)S2(=O)=O | 2 | -1 | -2 | -0.3 | 5 | 0 | -16
O=C(C[C@H]1C[C@@H]2c3cc(NS(=O)(=O)c4ccc(F)cc4)ccc3O[C@@H]2[C@@H](CO)O1)N1CCc2ccccc2C1 | 0 | 2 | 4 | 0.1 | -44 | 7 | -4

Continuation.
SMILES | PglD inh | ERp5 block | SIRT5 inh | E-selectin induc | S100A4 inh HTS | DENV2 CPE | C2C12 statin
CN(C)C(=O)N1CCN(C(=O)[C@H]2O[C@@H](n3ccc(N)nc3=O)[C@H](O)[C@@H]2O)CC1 | · | 8 | 2 | -0.1 | -10 | 70* | ·
COc1ccc(-c2cc3ncccc3cn2)cc1 | -5 | 4 | · | · | -4 | -27 | 13
CCOC1=C2CN(S(=O)(=O)c3ccc(C)cc3)C(c3ccccc3)CC2N(S(=O)(=O)c2ccccc2Cl)C(c2ccccc2)C1 (stereo not drawn) | · | 2 | -1 | 4.8 | 1 | -1 | ·
O=S(=O)(N/N=C\C=C\c1ccccc1)c1ccccc1 | -2 | -7 | 5 | · | 7 | -1 | -6
CCc1noc(C)c1C(=O)NNC(=O)COc1ccc(Br)cc1 | 14 | 3 | -1 | 0.1 | -3 | -3 | -2
Cc1cc([N+](=O)[O-])ccc1NC(=O)CSc1nncn1-c1cccnc1 | 5 | 6 | 0 | 0.0 | 4 | ? | -8
CCOc1ccc(NC(=O)Nc2nnc(CC(=O)NCc3ccccc3)s2)cc1 | · | 0 | -5 | · | -6 | -4 | ·
COc1ccc(-n2c(=O)c3ccccc3n(CC(=O)NC3CCCCC3)c2=O)cc1OC | -4 | -3 | 2 | -0.1 | -8 | 2 | ·
Cc1ccc(S(=O)(=O)N2CCC(=O)N(CCOC(=O)Nc3ccccc3C)CC2)cc1 | -2 | 0 | · | 0.0 | -3 | -6 | 3
O=C(C[C@H]1C[C@@H]2c3cc(NC(=O)C4CCC4)ccc3O[C@@H]2[C@@H](CO)O1)NCc1cccc(F)c1 | 1 | -1 | 4 | 0.0 | -21 | -4 | -3
O=C(NCCC1=CCCCC1)C1CCCN(S(=O)(=O)c2cnc[nH]2)C1 (stereo not drawn) | -2 | -2 | · | · | -3 | -3 | 0
O=C(Nc1ccc(F)cc1)N1CCN(CCc2ccccc2)CC1 | · | -7 | -1 | · | 0 | 4 | 13
Nc1cc(N)cc(Cc2ccccc2)c1 | 0 | 1 | 2 | 0.0 | -5 | -6 | -2
Cc1ccccc1C(=O)NC1CCCN(Cc2ccccc2F)C1 (stereo not drawn) | 11 | 2 | -1 | · | 0 | -2 | 8
